# ARNT TACC3 PPI = disrupts binding between human ARNT and TACC3; Q9Y6A5; actives 0.66% (n = 390,000); AlphaScreen His-ARNT PAS-B/GST-TACC3 binding, luminescence; TACC3 fragment carries E629A point mutation; inhibition, % at 9.99 µM;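 active = mean inhibition of replicates at least 50% and at least half of replicates each reaching 50%; inconclusive = half or more replicates reach 50% but mean below 50%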;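 note: 0% = complete ARNT plus TACC3 wells and 100% = ARNT alone without TACC3; many hits fall short of the cut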
# RAD52 anneal inh = blocks human RAD52 DNA annealing. recombinant RAD52 DNA annealing, FRET fluorescence. AID 651710. inhibition, % at 18.7 µM. actives 0.46% (n = 360,000);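 active = every replicate showing at least 50% inhibition; inconclusive = mean inhibition at least 50% but not in every replicate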
# Casp6 inh = blocks human caspase-6 cleavage activity; inhibition, % at 12.5 µM; purified caspase-6, Z-VEID-R110 cleavage fluorescence; actives 0.53% (n = 350,000); P55212;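 active = mean inhibition across replicates at least about 35%, with every replicate also reaching that limit, limit read from the data; inconclusive = only one of the two criteria met; inactive = neither criterion met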;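 note: 0% = median of neutral control wells and 100% = no fluorescence left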
# Target sequence (P55212 24-179 limits assumed): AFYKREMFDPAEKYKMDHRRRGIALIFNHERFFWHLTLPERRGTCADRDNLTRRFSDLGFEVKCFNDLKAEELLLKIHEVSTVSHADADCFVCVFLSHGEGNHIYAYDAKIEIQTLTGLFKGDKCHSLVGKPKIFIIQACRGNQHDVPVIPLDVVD
# Target sequence (P55212 194-293 limits assumed): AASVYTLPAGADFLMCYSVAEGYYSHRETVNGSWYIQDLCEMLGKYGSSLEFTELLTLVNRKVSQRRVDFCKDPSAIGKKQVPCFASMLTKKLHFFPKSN
# esBAF inh = SWI/SNF esBAF complex inhibition; mouse ES cells, Bmi1-luciferase knock-in reporter, 24 h; 100% = twice the neutral-well signal; reporter increase, % at 12.5 µM; actives 2% (n = 350,000); AID 602393; in the data active = activation above about 40%; inconclusive = no clear call, values can overlap the other calls;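 note: 0% = median of the plate's neutral control wells and 100% = double that signal; a rise in the Bmi1 reporter signal indicates esBAF inhibition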
# ERp5 block = inhibitors of human ERp5. ERp5 insulin aggregation, absorbance 650 nm, 90 min. inhibition, % at 9.99 µM. actives 0.05% (n = 350,000). AID 651711;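 active = mean replicate inhibition above about 25%, with every replicate also reaching it, limit read from the data, passing the limit was not always enough; inconclusive = only one of those two criteria met; inactive = neither criterion met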
# Target sequence (Q15084 whole entry, looked up): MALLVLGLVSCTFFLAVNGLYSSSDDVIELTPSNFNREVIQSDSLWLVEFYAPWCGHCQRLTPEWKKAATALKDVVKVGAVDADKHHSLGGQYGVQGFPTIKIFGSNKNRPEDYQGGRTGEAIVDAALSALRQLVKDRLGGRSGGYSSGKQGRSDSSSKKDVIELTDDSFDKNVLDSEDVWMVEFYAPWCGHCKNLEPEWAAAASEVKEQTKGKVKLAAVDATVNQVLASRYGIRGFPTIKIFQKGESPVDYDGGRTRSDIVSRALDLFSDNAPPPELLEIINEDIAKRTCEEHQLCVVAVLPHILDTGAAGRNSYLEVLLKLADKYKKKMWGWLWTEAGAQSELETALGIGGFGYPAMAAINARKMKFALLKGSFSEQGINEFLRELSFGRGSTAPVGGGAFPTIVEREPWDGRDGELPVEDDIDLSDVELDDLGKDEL
# PglD inh = blocks C. jejuni PglD acetyltransferase activity; purified PglD enzyme, DTNB colorimetric CoA detection; inhibition, % at 12.5 µM; actives 0.098% (n = 360,000); in the data active = inhibition above about 16%, passing the limit was not always enough; inconclusive = no clear call, values can overlap the other calls; note: strong numbers were not always called active
# RAD54 branch = RAD54 (human) branch migration inhibition | Q92698 | RAD54 Holliday junction branch migration, FAM/BHQ fluorescence | inhibition, % at 10.4 µM | actives 0.14% (n = 360,000);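 active = mean normalized replicate activity at least 40 and at least half of replicates scoring 40 or more; inconclusive = only one of the two criteria met; inactive = mean below 40 and under half of replicates reaching 40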;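 note: 0% = median of neutral control wells and 100% = median of positive control wells; inhibitors cause a drop in the FAM fluorescence signal; in these data hits start at about 50%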
# E-sel inducer = E-selectin induction on HUVECs; P16581; HUVEC E-selectin immunofluorescence imaging; normalized: neutral wells 0, TNF-alpha wells 100; activation, % at 7.58 µM; actives 0.37% (n = 260,000);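 active = mean E-selectin-positive cell signal at least 10% of the positive control, reached in at least 60% of replicates, without over 20% cell loss; inconclusive = no rule given, readout overlaps actives, possibly toxicity-flagged; inactive = the rest, including those meeting only one limit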;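 note: in these data hits start at about 27%; measured in HUVEC primary endothelial cells; signal is the percent of cells scored E-selectin positive by PE staining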
#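 material = human umbilical vein endothelial cells (HUVEC), E-selectin induction | quantity = 3,000 cells/well | medium = EGM-2 growth medium on 0.1% gelatin-coated wells | technique = immunofluorescence imaging | read-out basis = % PE-positive cells | control set = TNF-alpha positive control, DMSO neutral control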
# Starred values were filed as active, the others as inactive; i = inactive; ? = inconclusive; . = no result given; & = joins results of further samples.
SMILES,Casp6 inh,RAD52 anneal inh,RAD54 branch,PglD inh,esBAF inh,E-sel inducer,ERp5 block,ARNT TACC3 PPI
CCCCCSc1ncccc1C(=O)O,-1,-1,-8,-11,4,.,3,-4
CCc1ccc(C(=O)NNC(=O)C2CCN(c3ncnc4sc(C)c(C)c34)CC2)cc1,0,-26,.,.,.,-1.8,7,25
CC(C)N(C#N)c1nc(N2CCOCC2)nc(N2CCOCC2)n1,.,.,2,0,-9,.,.,-6
CN(C)S(=O)(=O)c1ccc(NC(=O)c2c(F)cccc2Cl)cc1,.,.,8,-1,-2,.,.,-2
CC(C)C#Cc1cnc2c(c1)C(=O)N([C@H](C)CO)C[C@H](C)[C@@H](CN(C)C(=O)CC1CC1)O2,-2,5,-10,3,-3,0.5,-1,-6
CSCCC(NC(=O)COc1ccccc1)C(=O)N1CCCC(C)C1 (stereo not given),-1,-2,5,5,-1,1.6,6,-1
Cc1cc(N2CCOCC2)nc2ccccc12,1,-12,-2,6,10,.,1,1
CC(Oc1ccc(F)cc1)C(=O)N(CCC1=CCCCC1)c1c(N)n(Cc2ccccc2)c(=O)[nH]c1=O (stereo not given),3,-5,.,.,-11,3.6,-6,0
COc1ccccc1S(=O)(=O)N[C@@H]1CC[C@@H](CC(=O)N2CCN(C)CC2)O[C@@H]1CO,-2,14,-5,-3,-1,0.1,3,-12
CC1(C(=O)Nc2cccc3cccnc23)CCN1Cc1csc2ccccc12 (stereo not given),0,-10,-6,3,3,0.0,-3,.
O=C(COc1ccccc1)N1CCN(C(=O)COc2ccccc2)CC1,-4,-1,1,-4,1,.,0,.
Cc1ccc(CNC(=O)c2cc3c(=O)n4ccccc4nc3n(Cc3ccco3)c2=N)cc1,0,-8,2,-1,.,.,2,.
CCN(CC)S(=O)(=O)c1ccc(N2CCN(C)CC2)c(NC(=O)CN2C(=O)NC3(CCCCC3)C2=O)c1,-2,-18,5,0,6,.,-5,10
CC1CCCC(C)N1S(=O)(=O)c1ccc(NC(=O)CCn2cnc3ccccc3c2=O)cc1 (stereo not given),.,.,-8,-1,6,.,.,0
O=C(O)c1ccc(CNCc2ccc(F)cc2)cc1,1,-9,.,.,-1,.,-8,-9
O=C(NCc1ccc(F)cc1)c1ccncc1,0,-14,-7,0,-4,0.3,3,-2
CCOC(=O)C1CCCN(C(=O)c2ccccc2Oc2ccccc2)C1 (stereo not given),.,.,5,-3,10,0.4,.,-2
CCCN(CC(=O)Nc1ccccc1OC)C(=O)c1ccc(S(=O)(=O)NCc2ccco2)cc1,-1,-15,-6,-5,-1,0.2,3,1
O=C(CCNS(=O)(=O)c1ccccc1C(F)(F)F)NCCCc1ccccc1,0,-3,1,1,-1,.,2,1
O=C(O)c1cc(NS(=O)(=O)c2ccc3ccccc3c2)ccc1O,7,-16,-9,-2,2,.,6,-3
COc1ccc(-c2cn3cc(Br)cnc3n2)cc1,5,-1,0,4,?,2.3,2,-5
COCC#Cc1cnc2c(c1)C(=O)N([C@@H](C)CO)C[C@H](C)[C@H](CN(C)Cc1ccc(F)cc1)O2,-7,-9,-3,-1,-1,1.0,-2,2
CC(C)C[C@@H](CN1CCC[C@H]1CN1C(=O)C(=O)NC[C@@H]1Cc1ccc(O)cc1)N1C[C@H](Cc2ccccc2)N(CCc2ccccc2)C(=O)C1=O,0,-8,.,.,.,-0.2,-4,.
COc1ccccc1-c1cnc2c(c1)C(=O)N([C@H](C)CO)C[C@@H](C)[C@H](CN(C)C(=O)c1ccccc1)O2,0,11,-2,-5,6,-0.1,-1,-5
COc1cc(CC(=O)OCC(=O)N2CC(C)CC(C)C2)cc(OC)c1OC (stereo not given),2,-18,0,-2,-3,-0.2,4,-1
Cc1ccc2c(c1)nnn2C1CCN(S(=O)(=O)c2ccc(C(=O)O)cc2)CC1,-3,-15,.,.,.,.,0,-4
O=C(CNC(=O)c1ccc(Cl)cc1)OCC(=O)c1ccc2c(c1)OCCO2,-1,-11,1,3,2,.,2,-10
CC1(C(=O)O)CCCN1C(=O)c1cccc(C(F)(F)F)c1 (stereo not given),1,-4,-11,1,-2,-0.1,-6,.
CC1(C)Cc2c(sc3nc(N/N=C/c4ccccc4)[nH]c(=O)c23)CO1,4,-21,.,.,.,.,10,1
Cc1ccc(N=C2CCCN2Cc2ccccc2)c(C#N)c1,2,-4,-1,0,19,.,0,-4
COc1ccc2c(-c3ccccc3)cc(=O)[nH]c2c1,3,0,2,-5,8,.,3,-7
O=C(COC(=O)c1cccnc1Cl)Nc1ccc(N2CCOCC2)cc1,0,-4,-12,4,4,0.1,1,.
CN1C(=O)c2cc(NC(=O)C3CCCC3)ccc2OC[C@H]2O[C@H](CC(=O)NCc3ccccc3F)CC[C@@H]21,1,-1,.,.,.,0.0,-4,.
CC(C)(C)n1nc2c(c1NC(=O)c1ccc(S(=O)(=O)N3CCCC3)cc1)CSC2,7,-16,-6,12,3,.,1,3
CCOc1ccc(NC(=O)Cc2cccc3ccccc23)c([N+](=O)[O-])c1,2,-33,.,.,.,0.0,2,.
Cc1ccc(S(=O)(=O)N2CCNC(=O)CC2)cc1,1,-11,.,.,.,1.8,-5,-4
C=CCOC(=O)C1=C[C@H](c2ccc3c(c2)OCO3)C[C@H](OCCCCO)O1,.,.,5,-5,7,0.2,.,3
O=C(CNC(=O)c1ccco1)OCC(=O)c1ccc([N+](=O)[O-])cc1,0,-10,-1,1,.,-0.1,-1,-8
CCOC(=O)c1c(-c2ccccc2)csc1NC(=O)c1ccc(N2C(=O)CCC2=O)cc1,-1,-1,-10,5,-9,.,0,-12
Nc1ccccc1C(=O)NCc1ccccc1,.,.,-2,-1,-1,.,.,-8
C[C@H](CO)N1C[C@H](C)[C@H](CN(C)C(=O)c2ccncc2)OCCCC[C@H](C)Oc2ccc(NS(=O)(=O)c3ccccc3)cc2C1=O,0,-5,0,5,-1,13,-3,2
O=C1C[C@@H]2c3c(cccc3CN1Cc1ccccc1F)C[C@@H](O)[C@H]2O,-2,0,-13,4,-2,-0.1,-4,-5
COc1ccccc1NS(=O)(=O)c1ccc(C(=O)NCc2ccc(S(N)(=O)=O)cc2)cc1,-2,-57,9,4,-2,0.0,2,10
COc1ccc(S(=O)(=O)Nc2ccc3c(c2)C(=O)N([C@@H](C)CO)C[C@H](C)[C@H](CN(C)C(=O)Cc2ccccc2)OCCCC[C@@H](C)O3)cc1,0,7,2,2,6,0.2,3,-28
CCOC(CNC(=O)c1cccc([N+](=O)[O-])c1)OCC,-4,-2,-14,-6,-2,0.2,2,-6
O=C(CSc1nnc(COc2ccccc2)o1)Nc1ccc(F)cc1,-2,-11,.,.,-5,0.0,0,-2
COc1ccc(NC(=O)N2CC(=O)N3[C@H](CO)[C@H](c4ccc(-c5ccccc5)cc4)[C@@H]3C2)cc1,-1,-9,.,.,.,0.5,3,.
Cc1ccccc1CNC(=O)c1csc([C@@H]2O[C@H](CO)[C@@H](O)[C@H]2O)n1,-2,0,-9,-4,-3,-0.2,6,.
C[C@@H]1CN([C@H](C)CO)C(=O)c2cc(N(C)C)ccc2O[C@@H](C)CCCCO[C@@H]1CN(C)S(=O)(=O)c1cccs1,0,1,-8,-2,11,.,-6,19
COc1ccc(S(=O)(=O)Nc2ccc3c(c2)CC(=O)N([C@@H](C)CO)C[C@H](C)[C@H](CN(C)S(=O)(=O)c2c(C)noc2C)O3)cc1,2,14,0,-3,-5,0.0,1,-7
CCCCn1c(N)c(N(CCOC)C(=O)COC(=O)CCOc2ccc(C)cc2)c(=O)[nH]c1=O,2,-12,-2,4,0,0.1,8,-9
Cc1c(N=C2N=C(NC(=O)Nc3ccc(Cl)cc3)c3ccccc32)c(=O)n(-c2ccccc2)n1C,1,i,.,.,.,.,-10,7
O=C(CN1C(=O)c2cccc3cccc(c23)C1=O)N1CCOCC1,1,-12,.,.,.,.,1,-4
O=C(COc1ccc(Cl)cc1)Nc1nc(-c2ccc(S(=O)(=O)N3CCOCC3)cc2)cs1,.,.,-1,12,11,.,.,2
CC=Cc1ccc2n(c1=O)C[C@H]1[C@H](CO)[C@@H](C(=O)N3CCc4ccccc4C3)N(C(=O)C3CCC3)[C@@H]21 (mixture of isomers),2,-10,0,5,1,-0.1,2,0
C[C@H]1CN([C@@H](C)CO)C(=O)c2cc(-c3ccc(C#N)cc3)cnc2O[C@H]1CN(C)C(=O)Nc1ccccc1,1,6,4,1,-4,0.0,1,-4
CN1CCN(C(=O)C2=C[C@H](C3CCCCC3)C[C@H](OCc3ccc(CO)cc3)O2)CC1,0&2,11&5,-4&-2,4&5,4,0.5,-2&2,-1&35
O=C(NCCn1cccn1)c1ccc(OC2CCN(C(=O)C3CC3)CC2)cc1,0,1,.,.,.,0.3,-2,-10
CCOC(=O)c1ccc(NS(=O)(=O)c2cc3c(cc2C)NC(=O)CO3)cc1,5,-23,-6,-3,-1,.,4,3
CCOC(=O)c1ccc(NC(=S)NCCc2ccccc2)cc1,.,.,1,0,6,.,.,2

# (listing goes on)
SMILES,Casp6 inh,RAD52 anneal inh,RAD54 branch,PglD inh,esBAF inh,E-sel inducer,ERp5 block,ARNT TACC3 PPI
CN1C(=O)c2cc(NS(=O)(=O)c3cccc(F)c3)ccc2OC[C@H]2O[C@@H](CC(=O)O)CC[C@@H]21,4,-10,5,0,-5,0.0,-10,-10
CC(CNC(=O)CCn1ccc2cc(S(=O)(=O)N3CCCC3)ccc21)c1ccccc1 (stereo not given),-3,-11,-30,2,5,0.0,6,9
COc1cccc(C(=O)Nc2ccc3c(c2)C(=O)N(C)[C@@H]2CC[C@H](CC(=O)N[C@@H](C)c4ccccc4)O[C@H]2CO3)c1,-3,-11,2,2,-2,1.1,5,5
CNc1nnc(SCC(=O)c2c(N)n(C3CC3)c(=O)[nH]c2=O)s1,-2,-7,2,5,-7,0.0,1,0
COCCN(CCOC)C(=S)Nc1ccccc1Cl,-2,-12,.,.,.,.,1,13
CCCCN1C(=O)C(=O)N(CC(=O)Nc2cc(OCC)c(N3CCOCC3)cc2OCC)C1=O,-2,-5,5,.,-3,.,2,1
Cc1noc(C)c1NC(=O)Nc1ccc2c(c1)C(=O)N([C@H](C)CO)C[C@@H](C)[C@@H](CN(C)CC1CCCCC1)OCCCC[C@H](C)O2,-2,4,0,3,-6,2.9,1,26
C[C@H](CO)N1C[C@H](C)[C@H](CN(C)C(=O)Cc2ccncc2)Oc2cc(-c3cncnc3)ccc2S1(=O)=O,-2,-14,-2,-4,-2,-0.2,-2,-14
COc1ccc(NC(=O)c2cccnc2C(=O)O)c(OC)c1,.,.,6,-4,7,.,.,-17
O=[N+]([O-])c1ccccc1/C=N/OCc1ccccc1,2,2,-1,-1,65*,-0.2,-1,2
Cc1ccc(C)n1-c1ccc(C(=O)NN)s1,-2,-23,-8,-1,0,-0.1,5,4
O=C(c1cnccn1)N1C[C@@H]2[C@H](c3ccccc31)[C@H](CO)N2Cc1ccc2c(c1)OCO2,0,-5,10,1,-2,-0.2,-3,.

# Source: PubChem BioAssay (Broad Institute)

# Rows were taken by chance (roughly 3.2% active in at least one column).
